# aSyn yeast inh: rescues yeast growth from alpha-synuclein toxicity; Potency, µM (doses to about 46.1 µM), for the others: top-dose growth rescue (activation), most hits filed as activators; AID 652106; actives 0.14% (n = 370,000); Yeast expressing alpha-synuclein, growth rescue, BacTiter-Glo, 24 h; further: % of control where 0% means no effect; nearly all actives have a fitted effect of over 65% in size
#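 Galactose-induced alpha-syn yeast (OD600=0.02, raffinose-pregrown) + pinned cpd, 24 hr, 30 deg C; growth by BacTiter-Glo luminescence. Growth restoration scores as activation.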
# EPAC1 agonist: activates human EPAC1 exchange factor. O95398. AID 720707. EPAC1 agonist qHTS, biochemical assay; response scale: 100% = response to 6.5 mM cAMP. Potency, µM (series often up to 154 µM), without a hit: at the top dose activation, actives largely listed as activators. actives 0.073% (n = 360,000); further: nearly all actives have a fitted effect of over 60% in size
#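 Normalized to 6.5 mM cAMP, activity reflects EPAC1-catalysed release of BODIPY-GDP from Rap1B, followed kinetically over 30 min at 480 nm excitation, 540 nm emission. Reaction contained 100 nM EPAC1, 250 nM Rap1B-BODIPY-GDP, 50 uM GDP.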
# TDP-43 yeast inh: inhibitors of TDP-43 toxicity in yeast; actives 1.8% (n = 410,000); TDP-43 expressing yeast growth rescue, BacTiter-Glo, 24 h; Potency, µM (doses to about 46.1 µM), for the others: top-dose growth rescue (activation), usual class: activators; further: % of control where 0% means no effect; nearly all actives have a fitted effect of over 50% in size
#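 Yeast expressing TDP-43 (pregrown in raffinose, seeded at OD600=0.02 in galactose medium) exposed to compounds 24 hr at 30 deg C. Growth read by BacTiter-Glo luminescence; rescue of toxicity appears as increased signal.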
# FUS suppressor: FUS proteinopathy suppression in yeast | S. cerevisiae FUS-expressing, growth rescue, OD600, 24 h | Potency, µM (series often up to 76.6 µM), for the others: top-dose growth rescue (activation), usual class: activators | actives 0.24% (n = 390,000);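 further: plate controls were DMSO vehicle for no effect and reference control for full effect; nearly all actives have a fitted effect of over 55% in size; some results filed as inactive show a strong effect at the top dose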
#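 Galactose (2%) drives FUS expression in yeast precultured in raffinose; seeding density OD 0.005. Test compounds incubated 24hr at 30C and 99% humidity before absorbance at 600 nm was measured.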
# EPAC2 antag: EPAC2 (human) antagonism; EPAC2 GEF exchange of Rap1B-BODIPY-GDP, fluorescence; Q8WZA2; Potency, µM (titrated, usually from 114 µM), for the others: top-dose activity, negative = inhibition, usual class: inhibitors; actives 0.18% (n = 360,000); AID 720708; further: on the % scale 0 is the no-effect control and ±100 the full control effect; nearly all actives have a fitted effect of over 45% in size; many of its hits are not listed in these tables
# PTHR1 ag: activates the human parathyroid hormone receptor PTHR1; Q03431; HEK293 GP2 PTHR1 cells, GloSensor cAMP luminescence, 1 h; actives 0.075% (n = 410,000); Potency, µM (highest dose often 115 µM), without a hit: at the highest dose activation, actives largely listed as activators; further: nearly all actives have a fitted effect of over 55% in size; some results filed as inactive show a strong effect at the top dose; inactives centre near -15; many of its hits are not listed in these tables
# Target sequence (Q03431 whole entry, looked up): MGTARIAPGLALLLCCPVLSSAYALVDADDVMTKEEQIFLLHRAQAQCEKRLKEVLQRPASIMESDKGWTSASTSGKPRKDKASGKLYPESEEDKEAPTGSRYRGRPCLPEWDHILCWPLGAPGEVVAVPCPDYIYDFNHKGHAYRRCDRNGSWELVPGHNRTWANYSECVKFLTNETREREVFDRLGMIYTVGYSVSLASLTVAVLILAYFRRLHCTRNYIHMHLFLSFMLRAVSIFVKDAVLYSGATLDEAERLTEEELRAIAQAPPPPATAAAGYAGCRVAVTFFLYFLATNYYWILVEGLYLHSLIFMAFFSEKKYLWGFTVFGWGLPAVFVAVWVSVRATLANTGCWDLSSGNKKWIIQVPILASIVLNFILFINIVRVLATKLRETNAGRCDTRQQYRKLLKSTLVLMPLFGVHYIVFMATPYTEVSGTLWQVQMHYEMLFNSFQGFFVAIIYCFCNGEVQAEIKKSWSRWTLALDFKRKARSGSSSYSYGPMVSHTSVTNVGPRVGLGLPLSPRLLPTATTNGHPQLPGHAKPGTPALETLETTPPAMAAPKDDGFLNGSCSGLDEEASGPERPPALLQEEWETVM
#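 HEK-293-derived GP2 cells expressing PTHR1 and a GloSensor cAMP reporter, 3,000/well, plated overnight, given luciferin plus IBMX (each 0.5 mM as added) for 1 h at 37 °C, then compound for 1 h at 37 °C. Luminescence was read after 15 min at room temperature.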
# EPAC2 ag: EPAC2 (human) agonism. Q8WZA2. EPAC2 activation, biochemical qHTS; response scale: 100% = 6.5 mM cAMP response. Potency, µM (top dose mostly 154 µM), for the others: at the top dose activation, actives largely listed as activators. actives 0.079% (n = 360,000). AID 720711; further: nearly all actives have a fitted effect of over 50% in size
#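 Readout is BODIPY fluorescence (480 nm excitation, 540 nm emission), which falls as labeled GDP is exchanged off Rap1B. EPAC2 at 100 nM acted on 250 nM RAP1B-BODIPY-GDP with 50 uM GDP present.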
# EPAC1 antagonist: blocks human EPAC1 exchange factor; O95398; AID 720709; actives 0.14% (n = 360,000); EPAC1 GEF assay, Rap1b-BODIPY-GDP exchange fluorescence; Potency, µM (titrated, usually from 115 µM), for the others: at the top dose activity change, negative = inhibition, most hits filed as inhibitors;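 further: plate controls were vehicle for no effect and positive control for full effect; nearly all actives have a fitted effect of over 50% in size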
# Numbers without * were called inactive; i = inactive; ? = inconclusive; / = not tested or not shown; [ ] = remark or other dose. The call rests on the fitted dose curve; in most records, active means well fitted curve in the direction sought with a large enough effect; inconclusive means small, poorly fitted or top-dose-only effect, or another doubt; inactive means no such curve, though single readings can be large; an effect the other way counts as inactive or inconclusive. Potency means the concentration at half of the fitted maximal effect.
SMILES,aSyn yeast inh,EPAC1 agonist,TDP-43 yeast inh,FUS suppressor,EPAC2 antag,PTHR1 ag,EPAC2 ag,EPAC1 antagonist
CN=C(c1ccc(C)cc1)n1c(=S)nc(-c2ccc(C)cc2)n(C)c1=S,0.0%,-6.8%,10.1%,-3.3%,?,i,0.9%,-9.8%
Cc1ccc(C)c(S(=O)(=O)NC(Cc2c[nH]c3ccccc23)C(=O)O)c1 (centres undefined),-1.5%,3.8%,-22.5%,12.9%,?,i,18.7%,1.4%
O=C(Cn1cnc2c(NCc3ccccc3)ncnc21)NCc1ccc2[nH]ccc2c1,?,1.8%,16.9%,-16.3%,-14.2%,-27.2%,-2.6%,-9.5%
Cc1cc(C(C)(C)C)oc1C(=O)O,0.5%,-1.7%,21.4%,-10.1%,10.6%,i,0.2%,-1.6%
NC(=S)N/N=C/c1ccccc1OCCSc1ccc(Cl)cc1,9.1%,15.3%,?,13.7%,2.5%,-20.4%,5.2%,0.9%
CCN(CC)C(=O)c1ccc(Nc2nnc(-c3ccc(O)cc3)c3ccccc23)cc1,-3.4%,-3.0%,-18.2%,-5.0%,1.2%,-40.1%[inhibitor],5.1%,-8.7%
Cc1cccc(OCC(=O)NCCNC(=O)c2ccco2)c1,2.3%,-7.3%,-8.3%,-8.7%,11.8%,i,-1.2%,12.2%
O=C(CCl)Nc1ccc(N2CCCCCC2)cc1,17.4%,7.9%,12.5%,11.2%,-5.5%,-15.3%,11.5%,10.0%
COc1ccccc1N(CC(=O)NCCc1ccccc1)C(=O)CCC(=O)Nc1ccccn1,4.9%,7.7%,-14.1%,25.8%,1.6%,-1.2%,7.4%,18.9%
O=C(Nc1ccc(Cl)c(Cl)c1)OCCNC(=O)c1cccc(Cl)c1,1.4%,17.1%,-4.9%,-28.5%,-2.2%,-21.0%,-0.3%,3.1%
COC(=O)Cc1[nH]n(-c2ccccc2)c(=O)c1C=Nc1ccc(C)cc1,-9.1%,7.1%,-9.3%,10.3%,1.0%,i,1.7%,-14.3%
O=C(c1ccccc1)N(Cc1cccc(Br)c1)C1CCS(=O)(=O)C1 (centres undefined),5.5%,9.1%,15.5%,0.6%,-3.4%,i,8.1%,-4.9%
CCOc1ccc(-c2cn(-c3ccccc3OC)c(=S)[nH]2)cc1,-0.2%,7.7%,12.9%,28.9%,9.1%,i,11.5%,-0.6%
CCOC(=O)c1nnn(-c2nonc2-n2cccc2)c1CN1CCOCC1,-2.5%,-1.8%,-21.6%,29.9%,17.1%,18.7%[57.5 µM],4.0%,9.7%
CC(=O)Nc1cccc(C(=O)N/N=C/c2cccnc2)c1,-7.1%,-0.9%,3.4%,17.2%,-0.8%,-18.0%,8.9%,-8.3%
COc1ccccc1CNC(=O)c1ccc(S(=O)(=O)N2CCCC2)cc1,6.1%,7.2%,-8.9%,21.7%,1.6%,-21.6%[57.5 µM],2.7%,0.0%
COc1ccc(C(=O)N/N=C\c2coc3ccc(C)cc3c2=O)cc1,-8.8%,-0.7%,-17.8%,36.2%,2.2%,i,15.4%,-12.1%
O=C(NC1CCCN(c2ccc(C(F)(F)F)cn2)C1)c1cc(Cl)ccc1F (centres undefined),-0.6%,-4.3%,-12.5%,/,10.4%,i,-1.8%,10.2%
O=C(Cn1nc2n(c1=O)-c1ccccc1SC2)N/N=C/c1cccs1,4.1%,0.2%,2.2%,10.5%,-0.6%,i,10.2%,-8.6%
COc1ccc(C(=O)NC(=S)Nc2ccccc2N2CCCCC2)cc1[N+](=O)[O-],-0.8%,4.8%,15.8µM*,?,7.5%,i,3.7%,-5.9%
O=C(Nc1ccc(F)c(Cl)c1)c1cc(C2CCCN(S(=O)(=O)c3cccs3)C2)on1 (centres undefined),4.8%,13.7%,?,50.3%,-7.5%,-22.5%,8.8%,7.5%
CN(C)c1ccc(/C=N/n2c(-c3cccnc3)n[nH]c2=S)cc1,0.9%,-11.1%,-3.7%[0.397 µM],-9.6%,6.8%,-10.3%,-0.2%,8.4%
O=S(=O)(NCCOc1ccccc1F)c1ccc(Cl)cc1F,4.7%,6.6%,22.4µM*,8.7%,-12.8%,-22.7%,9.4%,-10.7%
Cc1ccc(NC(=O)c2ccccc2[N+](=O)[O-])nc1,-0.3%,-8.5%,-7.2%,2.5%,2.9%,i,-2.7%,7.4%
O=C(/C=C/Nc1ccc(Oc2ccccc2Cl)cc1)c1ccco1,9.5%,3.6%,-1.5%[9.22 µM],12.4%,7.6%,-49.6%[inhibitor],-1.2%,2.3%
O=C(Nc1csnn1)c1csnn1,12.1%,-11.2%,11.4%,-2.5%,0.0%,1.1%,-5.5%,-15.4%
O=C(NCc1cccs1)C(=O)NCC(c1ccco1)N1CCN(c2ccccc2F)CC1 (centres undefined),5.4%,7.0%,3.9%,15.4%,-9.6%,-29.7%,-2.6%,-27.8%
Cc1c(C(=O)Nc2ccc(S(N)(=O)=O)cc2)oc2ccc(Cl)cc12,2.0%,-7.2%,2.2%[9.22 µM],14.0%,9.7%,-1.8%,-7.0%,0.7%
O=C(CNS(=O)(=O)c1ccc2c(c1)OCCCO2)N1CCN(Cc2ccccc2)CC1,0.1%,17.0%,16.9%,-6.5%,-1.5%,-20.0%,8.7%,12.0%
Nc1nc(-c2ccc3c(c2)CCCC3)cs1,-28.6%,-0.3%,1.4%,39.5%,-1.8%,i,14.9%,-1.6%
COC(=O)c1cc(C(=O)OC)n(Cc2ccc(Br)cc2)n1,-7.8%,5.1%,-17.8%,16.3%,8.5%,-5.8%[57.5 µM],5.7%,5.5%
Cc1ccsc1C(=O)NCCc1ccc(S(N)(=O)=O)cc1,6.2%,6.6%,0.7%,15.7%,-1.8%,-21.6%,0.7%,-16.9%
Cc1sc2ncn(CC(=O)N(CC(=O)NC3CCCC3)Cc3cccs3)c(=O)c2c1C,9.8%,-10.0%,-9.6%,0.8%,3.6%,-16.3%[57.5 µM],-6.1%,0.4%
COc1ccc(NC(C)=O)cc1NC(=O)CSc1nnc(-c2ccc(F)cc2)n1N,-0.8%,7.4%,-14.2%,?,-3.5%,-71.4%,10.9%,-19.0%
CC(C)(C)[C@@H]1COC(=O)[C@H](Cc2ccc(F)cc2)CC/C=C\C[C@@H](CC(=O)NCCO)C(=O)N1,-0.9%,1.8%,9.4%,8.6%,-6.8%,i,0.9%,-2.1%
CC1(C)CCc2cc(-c3ccn(S(=O)(=O)c4ccccc4Cl)n3)ccc2O1,1.2%,14.2%,-9.7%,-1.0%,0.3%,-0.8%,6.4%,0.1%
CC(C)(C)c1ccc(C(=O)NNc2cc(Cl)cc(Cl)c2)cc1,3.3%,-9.1%,12.9%,-4.9%,-7.0%,-20.3%,-1.1%,-6.1%
O=C(CSc1nc2ccccc2s1)Nc1ccc(N2CCOCC2)c(Cl)c1,1.8%,4.8%,8.6%,/,3.7%,-41.5%[inhibitor],2.2%,-15.8%
C=CCNC(=O)c1c(CSc2ccc(Cl)cc2)noc1C(=O)NCCC,8.8%,13.6%,19.8%,?,-14.0%,-6.5%,7.5%,-10.2%
CCOc1ccc(-c2cc(C(=O)O)c3ccccc3n2)cc1,-14.6%,3.6%,-8.4%,17.2%,12.2%,-16.4%[57.5 µM],-1.9%,10.8%
CCc1nc(SCC(=O)c2cc(C)ccc2C)n[nH]1,-0.4%,9.5%,-23.4%,18.1%,-0.4%,-8.3%[57.5 µM],6.6%,-3.5%
O=C(O)CCCCCCCCc1cn(Cc2ccc(C(=O)c3ccccc3)cc2)nn1,14.9%,-8.9%,-3.8%,-5.3%,-1.2%,-19.5%,6.8%,-5.8%
CC1CCN(c2nc3c(c(=O)[nH]c(=O)n3C)n2Cc2ccccc2)CC1,-11.1%,-6.6%,-5.7%,14.4%,0.8%,i,-0.7%,-18.8%
O=C(COC(=O)c1ccco1)c1ccc2ccccc2c1,-2.6%,-2.7%,-37.9%[inhibitor],10.4%,0.7%,-75.3%[inhibitor],1.9%,7.7%
O=C(C1CCC(CNS(=O)(=O)c2cccc3cccnc23)CC1)N1CCCC1 (centres undefined),8.4%,6.0%,14.8%,-1.4%,-11.7%,i,5.2%,1.7%
COc1ccc(C(=O)/C(C#N)=N/Nc2ccc([N+](=O)[O-])cc2)cc1,-6.8%,4.2%,-6.6%,-26.1%,-9.8%,-89.2%[inhibitor],0.5%,0.1%
CSc1cc(-c2ccccc2)[nH]c(=O)c1C#N,0.7%,-5.6%,-2.7%,-27.8%,3.3%[57.1 µM],i,8.5%,6.8%
CC(O)(c1ccccc1)c1nc(-c2cccc(C(F)(F)F)c2)cs1 (centres undefined),-63.0%[inhibitor],-9.2%,-91.4%[inhibitor],19.8%,-23.0%,-49.1%[inhibitor],6.9%,-21.3%
O=C(Nc1nccs1)c1ccc(N2C(=O)C3CCCCC3C2=O)cc1 (centres undefined),-1.4%,2.1%,4.5%,5.5%,-6.3%,-9.6%,-1.5%,-20.2%
CO/N=C/NC(=O)NOCc1ccc(Cl)cc1Cl,5.5%,-2.5%,?,-5.5%,-6.8%,i,-18.2%,8.0%

# Three records picked at random from those above:
SMILES,aSyn yeast inh,EPAC1 agonist,TDP-43 yeast inh,FUS suppressor,EPAC2 antag,PTHR1 ag,EPAC2 ag,EPAC1 antagonist
CO/N=C/NC(=O)NOCc1ccc(Cl)cc1Cl,5.5%,-2.5%,?,-5.5%,-6.8%,i,-18.2%,8.0%
O=C(O)CCCCCCCCc1cn(Cc2ccc(C(=O)c3ccccc3)cc2)nn1,14.9%,-8.9%,-3.8%,-5.3%,-1.2%,-19.5%,6.8%,-5.8%
CCc1nc(SCC(=O)c2cc(C)ccc2C)n[nH]1,-0.4%,9.5%,-23.4%,18.1%,-0.4%,-8.3%[57.5 µM],6.6%,-3.5%

# The listing continues:
SMILES,aSyn yeast inh,EPAC1 agonist,TDP-43 yeast inh,FUS suppressor,EPAC2 antag,PTHR1 ag,EPAC2 ag,EPAC1 antagonist
CCCNC(=O)C(=O)Nc1ccc(N(C)C)cc1,-2.5%,6.2%,7.1%,-0.3%,-2.6%,-10.5%,11.5%,-1.4%
COc1cc(/C=C/C(=O)OCC(=O)Nc2ccc(C)cc2[N+](=O)[O-])ccc1O,-3.7%,2.1%,-11.7%,15.1%,1.8%,?,13.9%,-3.2%
CCOC(=O)c1c(NC(=O)Nc2cccc(Cl)c2)sc(C)c1C,0.1%,11.1%,?,-11.3%,-8.7%[57.1 µM],5.6%[57.5 µM],-2.7%,-1.4%
Cc1ccccc1N=Nc1c(N)n[nH]c1N,0.0%,8.9%,16.8%,-3.4%,-7.3%,i,3.2%,-22.2%
CCCN1CCC(=O)N([C@H](CSc2ccccc2)c2ccccc2)CC1,14.9%,-6.2%,12.2%,8.8%,-25.3%,i,9.4%,2.8%

# An excerpt (hit frequency here may not be typical).
